# C diff HTS: C. difficile growth inhibitors, primary screen, HTS; Clostridium difficile clinical isolate growth, OD600, 24 h; active compounds read low; growth activity, negative = inhibition, % at 16 µg/mL (by protocol); 86,000 compounds, 0.25% hits; AID 1259249, 2017;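 active means mean growth activity at or below -80% and every replicate also at or below -80%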;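 further: 0% = DMSO wells and -100% = levofloxacin 16 µg/mL wells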
# Pf Dd2 inh: P. falciparum Dd2 growth inhibitors, primary screen, SYBR Green fluorescence, single dose replicates; 72 h; active compounds read low; activity change, % at 10 µM; 94,000 compounds, 2.3% hits; in the data active means activity change below about -80%
# Tcruzi prolif: T. cruzi intracellular proliferation inhibitors, primary screen, cell-based, beta-gal Tulahuen parasites, NIH3T3 host, luminescence | inhibition, % at 8.34 µM | 77,000 compounds, 5.9% hits | T. cruzi beta-gal in NIH3T3, GalScreen luminescence, 90 h;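 active means mean inhibition above about 93%, with at least 55% of replicates each passing it, limit read from the data, passing the limit was not always enough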
# GASC1 inh: inhibitors of GASC-1 (KDM4C) histone demethylase, primary screen, biochemical, single concentration HTS | GST-KDM4C 2-372, H3K9me3 peptide, LANCE TR-FRET | inhibition, % at 12.5 µM | 96,000 compounds, 0.15% hits;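 active means mean replicate inhibition above about 25%, with at least 55% of replicates also reaching it, limit read from the data, passing the limit was not always enough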
# Target sequence (Q9H3R0 2-372 limits assumed): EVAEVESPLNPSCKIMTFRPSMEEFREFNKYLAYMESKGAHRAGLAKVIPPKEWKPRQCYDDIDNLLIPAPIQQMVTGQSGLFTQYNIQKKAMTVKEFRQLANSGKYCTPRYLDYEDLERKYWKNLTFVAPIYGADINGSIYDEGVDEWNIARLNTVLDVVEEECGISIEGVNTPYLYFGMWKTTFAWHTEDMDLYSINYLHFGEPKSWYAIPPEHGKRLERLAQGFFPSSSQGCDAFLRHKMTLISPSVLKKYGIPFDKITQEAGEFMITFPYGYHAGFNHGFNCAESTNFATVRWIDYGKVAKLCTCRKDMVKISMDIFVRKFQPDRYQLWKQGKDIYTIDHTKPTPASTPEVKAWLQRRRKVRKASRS
#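 Material: GST-tagged GASC-1 (JMJD2C) catalytic fragment, aa 2-372 / Quantity: enzyme final amount 10 nM / Medium: HEPES buffer, pH 7.5, plus ascorbate / Doses: one test concentration per compound / Incubation: 30 min reaction, 60 min detection, RT / Measured by: LANCE TR-FRET / Read-out: inhibition from TR-FRET ratio decrease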
# Numbers without * were called inactive; / = no result given; & = joins results of further samples. Hits appear at their usual frequency (roughly 7% active in at least one column).
SMILES,C diff HTS,Pf Dd2 inh,Tcruzi prolif,GASC1 inh
C[C@H]1CN([C@@H](C)CO)C(=O)c2cccc(NS(=O)(=O)c3ccccc3)c2O[C@@H]1CN(C)Cc1ccc(Oc2ccccc2)cc1,-2,-15,59,4.5
O=C(C[C@@H]1CC[C@@H]2[C@H](COC[C@H](O)CN2Cc2ccc(F)cc2)O1)NCc1ccncn1,0&-4,-4,-23,0.1
CCCNC(=O)N1CCC2(CC1)CN(C(=O)NC(C)C)[C@@H](CO)c1c2c2ccc(OC)cc2n1C,-2,19,/,-0.7
CCC(=O)N(C)C[C@H]1Oc2cc(C#Cc3cccnc3)ccc2S(=O)(=O)N([C@H](C)CO)C[C@H]1C,-2,5,2,-1.2
Cc1ccc(S(=O)(=O)Nc2cccc3c2O[C@H](CN(C)S(=O)(=O)c2ccc(F)cc2)[C@H](C)CN([C@H](C)CO)C3=O)cc1,-13,6,3,1.8
C[C@H](O)C#Cc1cnc2c(c1)C(=O)N([C@H](C)CO)C[C@H](C)[C@@H](CN(C)Cc1cncnc1)O2,-7,35,40,-0.3
CO[C@H]1CN(C)C(=O)c2cc(NC(=O)Nc3c(C)noc3C)ccc2OC[C@H](C)N(CC2CC2)C[C@H]1C,/,8,40,0.3
C[C@H]1CN([C@@H](C)CO)C(=O)c2cccc(NC(=O)c3nc4ccccc4s3)c2O[C@H]1CN(C)Cc1ccc2c(c1)OCO2,/,-51,/,-1.0
CS(=O)(=O)N1[C@H](C#N)[C@@H](c2ccc(C#Cc3cccc(F)c3)cc2)[C@@H]1CO,-5,-32,95,-1.4
C[C@@H]1CN([C@@H](C)CO)C(=O)Cc2cc(NC(=O)CCN3CCOCC3)ccc2O[C@H]1CN(C)C(=O)Nc1cccc2ccccc12,-2,-8,/,0.6
C/C=C/c1cnc2c(c1)C(=O)N([C@H](C)CO)C[C@H](C)[C@H](CN(C)S(=O)(=O)c1cccs1)O2,10,-21,37,-3.5
C[C@@H]1CN([C@H](C)CO)S(=O)(=O)c2ccc(C#CCC3CCCC3)cc2O[C@H]1CN(C)C(=O)CN(C)C,1,-65,113,13
COc1ccc(S(=O)(=O)N(C)C[C@@H]2Oc3ccc(NC(=O)CCCCCC(=O)Nc4ccccc4N)cc3C(=O)N([C@H](C)CO)C[C@@H]2C)cc1,-10,-54,-8,11
C[C@H]1CN([C@@H](C)CO)C(=O)CCCn2cc(nn2)CO[C@@H]1CN(C)S(=O)(=O)c1ccc2ccccc2c1,2,0,1,/
CCCC(=O)Nc1ccc2c(c1)C(=O)N(C)C[C@H](OC)[C@H](C)CN(Cc1cncnc1)[C@H](C)CO2,/,35,-14,0.6
CN1c2ccc(-c3cccc(C#N)c3)cc2[C@H]2[C@H](CCN2C(=O)C2CCC2)[C@H]1CO,11,16,31,0.3
CC(C)NC(=O)Nc1ccc2c(c1)C(=O)N([C@@H](C)CO)C[C@@H](C)[C@H](CN(C)C(=O)NC1CCCCC1)OCCCC[C@H](C)O2,-1,-38,70,-0.5
CC(C)NC(=O)N(C)C[C@H]1OCCCC[C@H](C)Oc2ccc(NC(=O)CCC(F)(F)F)cc2C(=O)N([C@H](C)CO)C[C@@H]1C,-2,-3,16,0.7
C[C@@H]1CN([C@@H](C)CO)C(=O)c2cc(NC(=O)CCCN(C)C)ccc2O[C@@H]1CN(C)S(C)(=O)=O,-2,9,-24,3.2
O=S(=O)(c1ccccc1)N1CCCCN2[C@H](CO)[C@@H](c3ccc(-c4cncnc4)cc3)[C@H]2C1,-2,27,94,-0.8
COc1ccc2c3c([nH]c2c1)[C@@H](CO)N(CC1CC1)CC31CN(C(=O)C2CCOCC2)C1,-7,-13,/,0.1
CCCC(=O)Nc1ccc2c(c1)C(=O)N(C)C[C@H](OC)[C@@H](C)CN(Cc1cccc(F)c1)[C@H](C)CO2,0,-37,1,1.6
C[C@H]1CN([C@@H](C)CO)C(=O)c2cccc(NC(=O)c3cnccn3)c2O[C@@H]1CN(C)S(=O)(=O)c1ccc(Cl)cc1,14,3,-73,-0.4
Cc1ccc(S(=O)(=O)Nc2ccc3c(c2)C(=O)N([C@@H](C)CO)C[C@H](C)[C@@H](CN(C)Cc2ccc(C(=O)Nc4ccccc4N)cc2)OCCCC[C@@H](C)O3)cc1,29,-92*,/,2.4
CCS(=O)(=O)N1CC(=O)N2[C@H](CO)[C@@H](c3ccc(C#CC4CCCC4)cc3)[C@H]2C1,-13,7,/,-1.0
CCC(=O)N(C)C[C@@H]1Oc2ncc(C#Cc3ccccc3)cc2C(=O)N([C@H](C)CO)C[C@H]1C,-4,-29,47,-0.6
N#C[C@@H]1[C@@H](c2ccc(-c3cccnc3)cc2)[C@H](CO)N1C(=O)Nc1ccc(F)cc1,4,-17,51,-0.5
OC[C@@H]1[C@H](c2ccccc2)C2(CN(Cc3nccs3)C2)N1Cc1cccnc1,4,-7,/,0.5
N#Cc1ccc(-c2ccc3c(c2)[C@@H]2[C@@H](CCN2C(=O)C2CCCC2)[C@H](CO)N3)cc1,-7,-45,/,-4.2
CCC(=O)N(C)C[C@H]1Oc2cc(-c3ccccc3C)ccc2S(=O)(=O)N([C@@H](C)CO)C[C@H]1C,1,8,22,-0.4
C[C@H]1CN([C@@H](C)CO)C(=O)Cc2cc(NC(=O)C3CC3)ccc2O[C@H]1CN(C)S(=O)(=O)c1ccc(F)cc1,-6,-3,24,-1.7
C[C@H]1CN([C@@H](C)CO)S(=O)(=O)c2ccc(C3=CCCC3)cc2O[C@H]1CN(C)C(=O)c1cccnc1,-2,6,-30,0.1
CC(C)CC#Cc1ccc2c(c1)O[C@H](CN(C)C(=O)C1CCOCC1)[C@@H](C)CN([C@H](C)CO)S2(=O)=O,0,-6,82,-1.2
COc1ccc(-c2cnc3c(c2)C(=O)N([C@@H](C)CO)C[C@H](C)[C@H](CN(C)C(=O)C2CC2)O3)cc1,-1,17,-142,-1.5
CCC(=O)N1[C@H](CO)[C@@H](c2ccccc2)[C@@H]1CN(C)C(=O)CN1CCOCC1,9,20,-7,-0.2
C[C@H]1CN([C@@H](C)CO)S(=O)(=O)c2ccc(Br)cc2O[C@@H]1CN(C)Cc1cccnc1,5,-13,/,-0.5
COc1ccc(S(=O)(=O)Nc2ccc3c(c2)C(=O)N([C@@H](C)CO)C[C@H](C)[C@@H](CN(C)Cc2ccccc2)OCCCC[C@H](C)O3)cc1,-2,-40,-9,-2.7
C[C@H]1CCCCO[C@H](CN(C)Cc2ccc(Cl)c(Cl)c2)[C@@H](C)CN([C@@H](C)CO)C(=O)c2cc(NC(=O)c3ccccc3)ccc2O1,18,-65,/,0.2
C[C@H]1CN([C@@H](C)CO)S(=O)(=O)c2ccc(-c3ccccc3)cc2O[C@@H]1CN(C)Cc1cccnc1,-4,-34,116*,-3.4
COc1ccc(-c2ccc([C@@H]3[C@@H](CO)N4C(=O)CN(C(=O)C5CC5)C[C@@H]34)cc2)cc1,-4,-67,/,-0.3
COc1ccc2c3c(n(C)c2c1)[C@@H](CO)N(C)CC31CN(C(=O)NC(C)C)C1,6,13,/,0.4
COc1cccc(S(=O)(=O)N(C)C[C@@H]2Oc3cc(C4=CCCCC4)ccc3S(=O)(=O)N([C@H](C)CO)C[C@@H]2C)c1,35,-40,/,/
CO[C@@H]1CN(C)C(=O)c2ccc(NS(=O)(=O)c3cccc(F)c3)cc2OC[C@@H](C)N(Cc2cc(F)ccc2F)C[C@@H]1C,/,-14,/,1.9
CN(C)C(=O)C[C@H]1CC[C@@H]2[C@H](COC[C@@H](O)CN2S(=O)(=O)c2ccccc2)O1,2&-3,17,/,2.2
COc1ccc(CN(C)C[C@@H]2Oc3c(NC(=O)Nc4c(C)noc4C)cccc3C(=O)N([C@@H](C)CO)C[C@@H]2C)cc1,-1,15,4,0.8
COc1ccc2c3c(n(C)c2c1)[C@@H](CO)N(C(=O)c1ccccn1)CC31CN(C(C)=O)C1,-6,8,/,-1.2
Cc1noc(C)c1NC(=O)N[C@H]1CC[C@@H](CC(=O)Nc2ccccc2)O[C@@H]1CO,0,/,/,-2.5
COc1ccccc1CNC(=O)C[C@H]1CC[C@@H]2[C@H](COC[C@@H](O)CN2C(=O)Nc2ccccc2)O1,/,4,-32,0.1
O=C(C[C@H]1CC[C@H](NC(=O)CN2CCOCC2)[C@H](CO)O1)NC1CCC1,-2,15,/,0.9
C[C@@H]1CN([C@H](C)CO)C(=O)c2cc(C3=CCCC3)cnc2O[C@H]1CN(C)C(=O)c1cccnc1,-1,16,-170,15
COc1cccc(S(=O)(=O)N2[C@@H]3CNC[C@H]2C3c2ccc(-c3cccc(C(=O)N(C)C)c3)cc2)c1 (stereo partly specified),-11&-4,-1&20,/,2.5&0.7
Cc1ccc(-c2cnc3c(c2)C(=O)N([C@H](C)CO)C[C@H](C)[C@H](CN(C)C(=O)CN(C)C)O3)cc1,1,-9,/,0.7
COc1ccc2c3c(n(C)c2c1)[C@@H](CO)N(C(=O)Cc1ccccc1)CC31CN(C(=O)Cc2ccccc2)C1,10,-32,/,-0.9
CO[C@H]1CN(C)C(=O)c2cc(NC(=O)C3CCOCC3)ccc2OC[C@@H](C)NC[C@H]1C,/,-1,32,1.3
COc1ccccc1-c1ccc([C@H]2[C@@H](CO)N(C(C)=O)[C@@H]2CN(C)C(C)=O)cc1,-1,-51,/,4.8
CC(C)NC(=O)N(C)C[C@H]1Oc2ccc(NC(=O)CCCN(C)C)cc2C(=O)N([C@@H](C)CO)C[C@@H]1C,-1,-3,/,-0.4
COCC#Cc1cnc2c(c1)C(=O)N([C@@H](C)CO)C[C@@H](C)[C@H](CN(C)C(=O)Nc1cccc(F)c1)O2,0,29,8,-0.9
C[C@H](CO)N1C[C@H](C)[C@@H](CN(C)C(=O)Nc2ccccc2)Oc2ccc(NS(=O)(=O)c3cccs3)cc2C1=O,4,51,/,/
C[C@H](CO)N1C[C@H](C)[C@H](CN(C)C(=O)Nc2ccc(F)cc2)Oc2ccc(NS(=O)(=O)c3ccc(F)cc3)cc2CC1=O,-3,1,0,0.2
COc1ccc(S(=O)(=O)Nc2ccc3c(c2)C(=O)N([C@@H](C)CO)C[C@@H](C)[C@H](CN(C)S(=O)(=O)c2ccc(Cl)cc2)O3)cc1,18,12,76,-0.8

# Next section.
SMILES,C diff HTS,Pf Dd2 inh,Tcruzi prolif,GASC1 inh
CO[C@H]1CN(C)C(=O)c2ccc(NS(=O)(=O)c3cccc(F)c3)cc2OC[C@H](C)N(Cc2cc(F)ccc2F)C[C@@H]1C,/,-7,/,0.7
N#C[C@H]1[C@@H](c2ccc(C#Cc3cccc(F)c3)cc2)[C@@H](CO)N1C(=O)C1CC1,13,-19,85,-0.5
O=C(C[C@H]1CC[C@H]2[C@@H](COC[C@@H](O)CN2CCC(F)(F)F)O1)NCC1CCCCC1,2&-3,3,74,-1.2
N#Cc1cccc(-c2ccc(C3[C@@H]4CN(C(=O)c5ccccn5)C[C@H]3N4)cc2)c1 (stereo partly specified),1&-4,-68&-19,/,-0.8&0.4
Cc1noc(C)c1NC(=O)Nc1ccc2c(c1)CC(=O)N([C@@H](C)CO)C[C@@H](C)[C@@H](CN(C)CC1CC1)O2,-5,-6,-21,-1.3
COc1ccc(NC(=O)Nc2cccc3c2O[C@H](CN(C)S(=O)(=O)c2cn(C)cn2)[C@@H](C)CN([C@@H](C)CO)C3=O)cc1,2,-12,17,-1.1
C[C@H](CO)N1C[C@H](C)[C@H](CN(C)Cc2cncnc2)Oc2ncc(-c3cccc(C#N)c3)cc2C1=O,0,29,-15,0.1

# Some of the entries so far, with bars between the fields.
mol | C diff HTS | Pf Dd2 inh | Tcruzi prolif | GASC1 inh
C[C@H](CO)N1C[C@H](C)[C@H](CN(C)C(=O)Nc2ccc(F)cc2)Oc2ccc(NS(=O)(=O)c3ccc(F)cc3)cc2CC1=O | -3 | 1 | 0 | 0.2
COc1ccc(S(=O)(=O)Nc2ccc3c(c2)C(=O)N([C@@H](C)CO)C[C@@H](C)[C@H](CN(C)S(=O)(=O)c2ccc(Cl)cc2)O3)cc1 | 18 | 12 | 76 | -0.8
CO[C@H]1CN(C)C(=O)c2ccc(NS(=O)(=O)c3cccc(F)c3)cc2OC[C@H](C)N(Cc2cc(F)ccc2F)C[C@@H]1C | / | -7 | / | 0.7
N#C[C@H]1[C@@H](c2ccc(C#Cc3cccc(F)c3)cc2)[C@@H](CO)N1C(=O)C1CC1 | 13 | -19 | 85 | -0.5
O=C(C[C@H]1CC[C@H]2[C@@H](COC[C@@H](O)CN2CCC(F)(F)F)O1)NCC1CCCCC1 | 2&-3 | 3 | 74 | -1.2
N#Cc1cccc(-c2ccc(C3[C@@H]4CN(C(=O)c5ccccn5)C[C@H]3N4)cc2)c1 (stereo partly specified) | 1&-4 | -68&-19 | / | -0.8&0.4
Cc1noc(C)c1NC(=O)Nc1ccc2c(c1)CC(=O)N([C@@H](C)CO)C[C@@H](C)[C@@H](CN(C)CC1CC1)O2 | -5 | -6 | -21 | -1.3
COc1ccc(NC(=O)Nc2cccc3c2O[C@H](CN(C)S(=O)(=O)c2cn(C)cn2)[C@@H](C)CN([C@@H](C)CO)C3=O)cc1 | 2 | -12 | 17 | -1.1
C[C@H](CO)N1C[C@H](C)[C@H](CN(C)Cc2cncnc2)Oc2ncc(-c3cccc(C#N)c3)cc2C1=O | 0 | 29 | -15 | 0.1
